Screening results deposited in PubChem by Sanford-Burnham Center for Chemical Genomics.
ATG4B inhibitor: inhibitors of human ATG4B cysteine protease | 340,000 tested, 0.51% active | Q9Y4P1 | ATG4B cleavage of LC3-PLA2, NBD-HPC fluorescence, 1 h | inhibition, % at 8.33 µM; in the data active means inhibition above about 40%
GRIN3A LBD mod: NR3A (human) ligand-binding domain modulation. Tm shift relative to glycine control, % at 25 µM. NR3A LBD differential scanning fluorimetry, Tm shift; 0% = protein alone, 100% = glycine-bound protein. AID 1259313. 340,000 tested, 2.5% active;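 active means melting temperature shift of at least 10% of the positive control shift, at one fixed dose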
SENP1 FRET inh: inhibitors of human SENP1 SUMO protease catalytic domain; recombinant SENP1 catalytic domain, CyPet-SUMO1-YPet FRET cleavage; inhibition, % at 10 µM; 360,000 tested, 0.21% active; AID 624204;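 active means inhibition at least 30% at 10 µM, raw YFP signal under a set limit, fluorescence ratio 0.5 to 1.5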;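 further: 0% = enzyme with DMSO and 100% = no enzyme wells; some results filed as inactive read as strong as hits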
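Assay system: hSENP1 catalytic domain, recombinant. Amount: SENP1 enzyme, 20 pM final. Schedule: 50 min reaction, RT, dark. Technique: FRET, CFP and YFP emission. Control set: no-enzyme wells low, DMSO-plus-enzyme wells high control.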
MPTP inh: blocks calcium-induced mitochondrial swelling. isolated mouse mitochondria, Ca2+ swelling absorbance, 30 min. 360,000 tested, 1.4% active. inhibition, % at 10 µM. AID 602449;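 active means inhibition of 50% or more, scaled per plate between neutral and stimulator controls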;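 further: 0% = DMSO wells given calcium and 100% = 1 mM EGTA wells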
hIAP act: human IAP activation; P09923; purified human IAP, CDP-Star luminescence, 30 min; active compounds read high; 1 = vehicle-only enzyme, 0 = enzyme-free background; activation factor at 10 µM; 330,000 tested, 0.16% active; AID 2524;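 active means activation factor of the enzyme at least 2-fold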; further: the source names both 10 and 20 µM as test concentration; values of inactives mirror those of a sister screen read the other way
Target sequence (P09923 whole entry, looked up): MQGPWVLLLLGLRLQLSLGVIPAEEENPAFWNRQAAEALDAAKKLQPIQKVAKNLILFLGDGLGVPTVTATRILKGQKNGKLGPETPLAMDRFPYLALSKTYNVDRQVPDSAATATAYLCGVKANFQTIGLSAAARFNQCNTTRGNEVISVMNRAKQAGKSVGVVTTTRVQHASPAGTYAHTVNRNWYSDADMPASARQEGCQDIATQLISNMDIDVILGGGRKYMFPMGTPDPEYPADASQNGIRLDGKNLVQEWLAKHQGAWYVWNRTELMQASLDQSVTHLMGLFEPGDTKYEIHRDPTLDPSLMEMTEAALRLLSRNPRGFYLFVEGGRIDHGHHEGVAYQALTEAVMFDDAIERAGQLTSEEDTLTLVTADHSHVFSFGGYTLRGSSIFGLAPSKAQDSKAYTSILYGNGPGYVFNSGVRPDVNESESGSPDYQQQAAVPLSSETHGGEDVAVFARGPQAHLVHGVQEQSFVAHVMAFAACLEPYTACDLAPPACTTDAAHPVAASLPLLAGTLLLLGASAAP
SENP8 inh: blocks human SENP8 cleavage of Nedd8 substrate; Q96LD8; recombinant SENP8, Nedd8 substrate fluorescence; inhibition, % at 20 µM; 360,000 tested, 0.64% active; AID 602440; in the data active means inhibition mostly above about 40%, no sharp cut-off; inactive means mostly below about 27%
PfGluPho inh: PfG6PD (Plasmodium falciparum) enzyme inhibition; inhibition, % at 20 µM; PfGluPho enzyme, NADPH resazurin-diaphorase fluorescence; 350,000 tested, 0.78% active;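 active means inhibition reaching at least a set limit at 20 µM in the primary screen, cut at about 59% in these data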;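 further: 0% = DMSO wells with substrate and 100% = DMSO wells lacking glucose-6-phosphate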
SENP6 block: blocks the human protease SENP6; Q9GZR1; Recombinant SENP6 catalytic domain, aminoluciferin luminescence; inhibition, % at 10 µM; 330,000 tested, 1.8% active; AID 2599;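 active means inhibition above about 50% at the single tested dose, limit read from the data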;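 further: plate controls were DMSO wells with enzyme for no effect and DMSO wells lacking enzyme for full effect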
Target sequence (Q9GZR1 628-1112 limits assumed): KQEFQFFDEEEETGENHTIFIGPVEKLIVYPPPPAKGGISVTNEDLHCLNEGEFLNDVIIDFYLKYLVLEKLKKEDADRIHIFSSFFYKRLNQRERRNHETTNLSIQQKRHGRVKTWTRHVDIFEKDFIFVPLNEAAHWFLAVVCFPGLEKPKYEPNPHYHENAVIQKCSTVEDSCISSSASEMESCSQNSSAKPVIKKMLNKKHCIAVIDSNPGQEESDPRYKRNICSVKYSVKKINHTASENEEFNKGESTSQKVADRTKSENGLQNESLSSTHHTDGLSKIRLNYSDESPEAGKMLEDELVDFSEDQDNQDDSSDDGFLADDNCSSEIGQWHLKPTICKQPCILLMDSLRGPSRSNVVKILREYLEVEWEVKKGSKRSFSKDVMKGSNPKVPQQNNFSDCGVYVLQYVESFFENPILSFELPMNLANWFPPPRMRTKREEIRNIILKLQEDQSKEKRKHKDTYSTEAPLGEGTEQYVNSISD
Active calls of the source: *.

Screening CCC(NC(=O)/C(=C\c1ccc2c(c1)OCO2)NC(C)=O)C(=O)O (configuration not stated) returned ATG4B inhibitor 2, GRIN3A LBD mod -5, SENP1 FRET inh 0, MPTP inh 1.4, hIAP act 1, SENP8 inh -2, PfGluPho inh -1 and SENP6 block -6.
`O=C(CC1C(=O)NCCN1C(=O)Nc1ccccc1)Nc1cccc(C(F)(F)F)c1` (configuration not stated) gave ATG4B inhibitor -6, GRIN3A LBD mod -9, SENP1 FRET inh 2, MPTP inh -0.1, hIAP act 0.96, SENP8 inh 6, PfGluPho inh 6 and SENP6 block -4.
O=C(CSc1ccccc1)N1CCCC(N2CCN(c3ccccc3)CC2)C1 (configuration not stated) was read as ATG4B inhibitor 29, GRIN3A LBD mod 0, SENP1 FRET inh -1, MPTP inh -1.3, hIAP act 1.2, SENP8 inh 13, PfGluPho inh 5 and SENP6 block -20.
For O=S(=O)(Nc1cc(Cl)ccc1-n1cncn1)c1ccc(F)cc1 the results were ATG4B inhibitor 0, GRIN3A LBD mod -4, SENP1 FRET inh 1, MPTP inh 1.3, hIAP act 1.1, SENP8 inh 11, PfGluPho inh -8 and SENP6 block -1.
Screening CCN(CC)S(=O)(=O)c1ccc(OC)c(NC(=O)c2cccs2)c1 returned ATG4B inhibitor -2, GRIN3A LBD mod 2, SENP1 FRET inh 2, MPTP inh 0.2, hIAP act 0.98, SENP8 inh 15, PfGluPho inh -4 and SENP6 block -21.
Screening Cc1cc(NC(=O)c2cccs2)ncc1NC(=O)C(C)(C)C returned ATG4B inhibitor 2, GRIN3A LBD mod -1, SENP1 FRET inh -1, MPTP inh -0.7, hIAP act 0.94, SENP8 inh 0, PfGluPho inh -3 and SENP6 block 39.
`NS(=O)(=O)c1ccc(-c2ccc(/C=N/NC(=O)c3ccccc3O)o2)cc1` gave ATG4B inhibitor -4, GRIN3A LBD mod 13*, SENP1 FRET inh -2, MPTP inh 3.6, hIAP act 1.1, SENP8 inh -445, PfGluPho inh -6 and SENP6 block 0.
`CCOC(=O)C1CCN(c2c(C(=O)c3ccccc3)cnc3ccc(Cl)cc23)CC1` gave ATG4B inhibitor 25, GRIN3A LBD mod 0, SENP1 FRET inh 1, MPTP inh -0.2, hIAP act 0.92, SENP8 inh 3, PfGluPho inh 8 and SENP6 block -7.
Screening CCC1CCCCN1C(=O)COC(=O)c1ccc(S(=O)(=O)N2CCOCC2)cc1 (configuration not stated) returned ATG4B inhibitor -2, GRIN3A LBD mod 0, SENP1 FRET inh 1, MPTP inh -1.1, SENP8 inh 16 and PfGluPho inh -2.
Screening CC(C)c1ccccc1NC(=O)C1CN(S(=O)(=O)c2ccccc2)CCN1S(=O)(=O)c1ccccc1 (configuration not stated) returned ATG4B inhibitor -6, GRIN3A LBD mod 2, SENP1 FRET inh 2, MPTP inh 4.6, hIAP act 0.93, SENP8 inh 8, PfGluPho inh 18 and SENP6 block -13.

Structural class, the entries above containing two or more sulfur atoms.
Screening CCN(CC)S(=O)(=O)c1ccc(OC)c(NC(=O)c2cccs2)c1 returned ATG4B inhibitor -2, GRIN3A LBD mod 2, SENP1 FRET inh 2, MPTP inh 0.2, hIAP act 0.98, SENP8 inh 15, PfGluPho inh -4 and SENP6 block -21.
Screening CC(C)c1ccccc1NC(=O)C1CN(S(=O)(=O)c2ccccc2)CCN1S(=O)(=O)c1ccccc1 (configuration not stated) returned ATG4B inhibitor -6, GRIN3A LBD mod 2, SENP1 FRET inh 2, MPTP inh 4.6, hIAP act 0.93, SENP8 inh 8, PfGluPho inh 18 and SENP6 block -13.

(next part)
Screening N#CCCn1cc(C(=O)Nc2ccc(C(=O)O)cc2)c(-c2cccc(Br)c2)n1 returned ATG4B inhibitor -5, GRIN3A LBD mod 0, SENP1 FRET inh 1, MPTP inh -2.2, hIAP act 0.85, SENP8 inh 12, PfGluPho inh -13 and SENP6 block -3.
`O=C(N1CCCCC1)N1CCN(S(=O)(=O)c2cccc([N+](=O)[O-])c2)CC1` gave ATG4B inhibitor 3, GRIN3A LBD mod 0, SENP1 FRET inh 1, MPTP inh -0.5, hIAP act 0.92, SENP8 inh 16, PfGluPho inh 6 and SENP6 block -15.
For COc1ccc(NC(=O)N2CCC(c3nc(-c4cccs4)no3)CC2)cc1 the results were ATG4B inhibitor 4, GRIN3A LBD mod -1, SENP1 FRET inh 1, MPTP inh 0.5, hIAP act 0.83, SENP8 inh 10, PfGluPho inh -10 and SENP6 block 17.
For COc1cc(C(=O)NCc2ccc(-n3cccc3)cc2)cc(OC)c1OC the results were SENP1 FRET inh 2, MPTP inh 7.5, hIAP act 1.1, SENP8 inh 6 and SENP6 block 0.
Screening COc1ccc(/C=N/NC(=O)CNC(=O)c2ccc(S(=O)(=O)N3CCOCC3)cc2)c(OC)c1 returned ATG4B inhibitor -16, GRIN3A LBD mod -2, SENP1 FRET inh 1, MPTP inh -23, hIAP act 1, SENP8 inh 9, PfGluPho inh 1 and SENP6 block 16.
Screening COc1ccc(C)cc1NC(=S)N1CC(C)OC(C)C1 (configuration not stated) returned ATG4B inhibitor -3, GRIN3A LBD mod 2, SENP1 FRET inh 4, MPTP inh -0.8, hIAP act 1, SENP8 inh 3, PfGluPho inh 6 and SENP6 block 8.
Screening Cc1ccc2cc(CN(Cc3ccco3)C(=O)c3cccs3)c(=O)[nH]c2c1 returned ATG4B inhibitor -4, GRIN3A LBD mod -2, SENP1 FRET inh -3, MPTP inh 1.6, hIAP act 1.2, SENP8 inh -77, PfGluPho inh 7 and SENP6 block -6.
`CCCCN(CC)CCCNC(=O)CC1Nc2ccccc2NC1=O` (configuration not stated) gave ATG4B inhibitor -3, GRIN3A LBD mod 1, SENP1 FRET inh -21, MPTP inh 2.7, hIAP act 1, SENP8 inh -277, PfGluPho inh -3 and SENP6 block -1.
Screening COc1ccccc1NC(=O)NCCCCc1ccccc1 returned ATG4B inhibitor 8, GRIN3A LBD mod -1, SENP1 FRET inh -1, MPTP inh 0.1, hIAP act 1.2, SENP8 inh 6, PfGluPho inh -6 and SENP6 block -5.
For C#CCOc1ccc(/C=C2/C(=O)N(c3ccc(S(N)(=O)=O)cc3)N=C2C)cc1OC the results were SENP1 FRET inh 3, MPTP inh -1.5, SENP8 inh 63* and PfGluPho inh 23.
COc1ccc(C(=O)Nc2nc(CC(=O)NCCc3cccc(OC)c3)cs2)cc1 was read as ATG4B inhibitor -4, GRIN3A LBD mod -4, SENP1 FRET inh -2, MPTP inh 0.7, hIAP act 1.1, SENP8 inh -17, PfGluPho inh 7 and SENP6 block 12.
CCOc1ccc(NC(=O)CN(C)C(=O)CC2CCCC2)cc1OCC was read as ATG4B inhibitor 3, GRIN3A LBD mod 0, SENP1 FRET inh 1, MPTP inh 0.6, hIAP act 0.91, SENP8 inh 10, PfGluPho inh 0 and SENP6 block -22.
For CCC(Oc1ccccc1)C(=O)Nc1ccccc1OC (configuration not stated) the results were ATG4B inhibitor -11, GRIN3A LBD mod 4, SENP1 FRET inh 1, MPTP inh 1.0, hIAP act 1.1, SENP8 inh 4, PfGluPho inh -1 and SENP6 block -20.
`CCOc1ccc(Nc2nc3ccccc3n3cnnc23)cc1` gave ATG4B inhibitor -8, GRIN3A LBD mod 1, SENP1 FRET inh -2, MPTP inh 3.1, hIAP act 1.1, SENP8 inh -19, PfGluPho inh 21 and SENP6 block 1.
`CN(C)C(CNC(=O)c1ccc(C(F)(F)F)cc1)c1ccco1` (configuration not stated) gave ATG4B inhibitor 5, GRIN3A LBD mod -1, SENP1 FRET inh -16, MPTP inh 0.2, hIAP act 1.2, SENP8 inh -10, PfGluPho inh -13 and SENP6 block -9.
Screening COc1cc(C(=O)Nc2nnc(CC(=O)NCc3ccccc3)s2)cc(OC)c1OC returned ATG4B inhibitor -3, GRIN3A LBD mod 4, SENP1 FRET inh 0, MPTP inh 1.5, hIAP act 1.2, SENP8 inh -58, PfGluPho inh -9 and SENP6 block -11.
`Cc1nc(C(=O)NCc2ccccc2)sc1C1(C)CC(c2cccnc2)=NO1` (configuration not stated) gave ATG4B inhibitor -16, GRIN3A LBD mod -1, SENP1 FRET inh -1, MPTP inh 12, hIAP act 1.1, SENP8 inh 8, PfGluPho inh 5 and SENP6 block -10.
Screening CCc1ccc(OCC(=O)OCC(=O)c2c(N)n(C)c(=O)n(C)c2=O)cc1 returned ATG4B inhibitor 0, GRIN3A LBD mod 7, SENP1 FRET inh -1, MPTP inh 1.3, hIAP act 1.1, SENP8 inh 7, PfGluPho inh 6 and SENP6 block -13.
For CCCc1nnc(NC(=O)CCC(=O)N2CCN(Cc3cc(F)ccc3OC)CC2)s1 the results were ATG4B inhibitor 0, GRIN3A LBD mod -2, SENP1 FRET inh 1, MPTP inh -0.2, hIAP act 1.3, SENP8 inh 23, PfGluPho inh 2 and SENP6 block 3.
For COc1ccccc1C(=O)NNC(=O)c1cccc(Br)c1 the results were ATG4B inhibitor 1, GRIN3A LBD mod -1, SENP1 FRET inh 2, MPTP inh 2.2, hIAP act 1.2, SENP8 inh 20, PfGluPho inh -5 and SENP6 block 16.
CC(NC(=O)c1ccc(N(C)C)cc1)c1ccc(F)cc1 (configuration not stated) was read as ATG4B inhibitor -13, GRIN3A LBD mod 0, SENP1 FRET inh 3, MPTP inh -1.5, hIAP act 0.99, SENP8 inh 6, PfGluPho inh 7 and SENP6 block -6.
Screening Cn1c(NC(=O)c2ccc(F)cc2)c(-c2ccccn2)c(=O)c2ccccc21 returned ATG4B inhibitor -2, GRIN3A LBD mod 0, SENP1 FRET inh 1, MPTP inh 1.7, hIAP act 1, SENP8 inh 7, PfGluPho inh 14 and SENP6 block -11.
Screening CCOc1cc(/C=N/NC(=O)NN(C)c2ncc(C(F)(F)F)cc2Cl)ccc1O returned ATG4B inhibitor -8, GRIN3A LBD mod -1, SENP1 FRET inh 2, MPTP inh -0.5, hIAP act 0.94, SENP8 inh 9, PfGluPho inh 3 and SENP6 block -6.
For Nc1nc(SCC(=O)c2c(N)n(Cc3ccccc3)c(=O)[nH]c2=O)n[nH]1 the results were ATG4B inhibitor 1, GRIN3A LBD mod -3, SENP1 FRET inh 2, MPTP inh 2.6, hIAP act 1.6, SENP8 inh 19, PfGluPho inh -5 and SENP6 block -8.
O=C1Nc2ccc(S(=O)(=O)N3CCCCCC3)c3cccc1c23 was read as ATG4B inhibitor -3, GRIN3A LBD mod 3, SENP1 FRET inh -70, MPTP inh 1.0, hIAP act 0.97, SENP8 inh -412, PfGluPho inh -8 and SENP6 block -8.
`O=C1CC2(CCCC2)C(=O)N1c1ccc(S(=O)(=O)NCC2CC2)cc1Cl` gave ATG4B inhibitor 2, GRIN3A LBD mod -1, SENP1 FRET inh -1, MPTP inh 4.0, hIAP act 1, SENP8 inh -6, PfGluPho inh -10 and SENP6 block -2.
For O=C(COc1coc(CN2CCc3ccccc3C2)cc1=O)Nc1cccc(F)c1 the results were ATG4B inhibitor 4, GRIN3A LBD mod -2, SENP1 FRET inh -3, MPTP inh 1.5, hIAP act 0.91, SENP8 inh -4, PfGluPho inh -15 and SENP6 block 14.
`COc1cccc(C(C(=O)NC(C)(C)C)N(Cc2ccc(F)cc2)C(=O)CCC(=O)Nc2cc(C)on2)c1OC` (configuration not stated) gave ATG4B inhibitor -5, GRIN3A LBD mod -2, SENP1 FRET inh 1, MPTP inh -0.6, hIAP act 0.97, SENP8 inh 9, PfGluPho inh 14 and SENP6 block -3.
For COc1ccc(CNCC(=O)Nc2cc(OC)cc(OC)c2)cc1 the results were ATG4B inhibitor 0, GRIN3A LBD mod -1, SENP1 FRET inh 4, MPTP inh -1.0, hIAP act 0.96, SENP8 inh 24, PfGluPho inh 3 and SENP6 block 3.
O=C(c1cc(COc2ccc(F)cc2Cl)on1)N1CC2C[C@@H]3CC1C[C@H](C2)C3 was read as ATG4B inhibitor 30, GRIN3A LBD mod 0, SENP1 FRET inh 0, MPTP inh -0.5, hIAP act 0.94, SENP8 inh 4, PfGluPho inh 7 and SENP6 block 23.
Screening C[C@H](CO)N1C[C@H](C)[C@@H](CN(C)C)Oc2c(NC(=O)C3CC3)cccc2C1=O returned ATG4B inhibitor -5, GRIN3A LBD mod 2, SENP1 FRET inh 1, MPTP inh 1.1, hIAP act 0.98, SENP8 inh 17, PfGluPho inh 0 and SENP6 block 0.
